FID counter = compounds displacing fluorescent DNA intercalator, primary screen, artefact control for HCV NS3 helicase inhibitor project, biochemical, FID fluorescence. 0.17% of 290,000 active. inhibition, % at 7.9 µM. DNA fluorescent intercalator displacement; in the data active = inhibition above about 37%;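 also: 0% = vehicle and 100% = reference compound; higher means more ethidium bromide displaced from hairpin DNA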
CRFBP-R2 block = antagonists of CRF-BP/CRF-R2 complex, primary screen, cell-based, HEK293, calcium dye fluorescence, uHTS; 0.59% of 350,000 active; AID 588475, 2011; inhibition, % at 11.8 µM; CRF-induced calcium fluorescence;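 active = inhibition of the ligand-induced calcium signal above about 50% at the single tested concentration, limit read from the data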
UBC9 SUMO inh = inhibitors of in vitro SUMOylation cascade, primary screen, biochemical, HTRF, uHTS. HTRF SUMOylation assay, SAE1/SAE2 + UBC9. inhibition, % at 35 µM. 0.36% of 290,000 active. AID 2006, 2009; in the data active = inhibition above about 50%, passing the limit was not always enough; also: strong numbers were not always called active
Target sequence (P63279 whole entry, looked up): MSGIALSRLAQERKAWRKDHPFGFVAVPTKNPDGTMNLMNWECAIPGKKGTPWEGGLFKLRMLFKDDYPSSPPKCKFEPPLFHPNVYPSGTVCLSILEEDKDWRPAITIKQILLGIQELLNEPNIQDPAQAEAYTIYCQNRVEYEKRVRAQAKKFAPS
MEKK2 mut-MEK5 = MEK5 binding signal on mutant MEKK2 PB1, primary screen, biochemical, multiplex bead flow cytometry, Alexa488-MEK5; Alexa488-MEK5 binding to MEKK2 mutant; percent response, % at 10 µM; 0.35% of 290,000 active; in the data active = percent response above about 24%, passing the limit was not always enough; also: inactives centre near 1; some results filed as inactive read as strong as hits; reference of the scale not given here
MEKK3 PB1 HTS = modulators of MEKK3-MEK5 PB1 binding, primary screen, biochemical, wildtype MEKK3, multiplex bead flow cytometry, Alexa488-MEK5; 1.4% of 290,000 active; binding response (% of control), % at 10 µM; Mitogen-activated protein kinase kinase kinase 3 (Homo sapiens), Q99759; bead-based flow cytometry, Alexa488-MEK5 binding to MEKK3; actives lie on both sides; 0 = blocked by unlabeled MEK5, 100 = vehicle;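 active = binding response more than 3 SD above or below the average of its plate-row segment, actives on both sides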;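 also: Alexa488 bead fluorescence after subtracting the streptavidin-only scavenger bead signal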
CRFBP-R2 agonist = agonists of CRF-BP/CRF-R2 complex, primary screen, cell-based, HEK293, calcium dye fluorescence, uHTS; 0.46% of 350,000 active; CRF-binding protein / CRF receptor 2 complex (human); activation, % at 13.2 µM; calcium dye fluorescence (FLIPR); percent of saturating CRF peptide response;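 active = activation of at least 50%, plus an integration ratio under a set limit after plate pattern correction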;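 also: plate controls were neutral control wells without compound for no effect and CRF at EC100 for full effect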
MEKK2wt PB1 HTS = modulators of MEK5 binding to wildtype MEKK2, primary screen, biochemical, multiplex bead flow cytometry, Alexa488-MEK5. 1.1% of 290,000 active. Alexa488-MEK5 binding to MEKK2 WT; actives lie on both sides. binding response (% of control), % at 10 µM. Mitogen-activated protein kinase kinase kinase 2 (Homo sapiens), Q9Y2U5. AID 1531, 2009; in the data active = binding response below about 67% or above about 130%
GalR3 antagonist = GalR3 antagonists in HEK293 cells, primary screen, cell-based, fluorescence readout; Galanin receptor type 3 (Homo sapiens), O60755; HEK293 GalR3-CNG cAMP membrane potential fluorescence; galR3 body fused to GalR1 C-terminus; inhibition, % at 3 µM; 0.44% of 360,000 active; AID 651719, 2012;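 active = inhibition above the screen-wide average plus 3 SD, cut at about 13% in these data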;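 also: forskolin and galanin both at EC90 stimulate the cells; cAMP rise reported by CNG channel membrane potential dye signal; 0% = forskolin plus galanin with DMSO and 100% = forskolin alone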
Target sequence (O60755 1-299 limits assumed): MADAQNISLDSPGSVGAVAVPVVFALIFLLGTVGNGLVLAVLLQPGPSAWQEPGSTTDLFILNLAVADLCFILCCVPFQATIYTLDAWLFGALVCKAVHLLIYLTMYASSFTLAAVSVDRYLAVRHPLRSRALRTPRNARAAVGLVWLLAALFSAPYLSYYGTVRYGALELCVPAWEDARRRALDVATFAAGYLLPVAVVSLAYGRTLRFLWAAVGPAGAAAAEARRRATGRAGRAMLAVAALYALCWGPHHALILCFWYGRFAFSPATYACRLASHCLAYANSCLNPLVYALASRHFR
NS3 helicase inh = inhibitors of HCV NS3 helicase, primary screen, biochemical, Cy5 molecular beacon fluorescence; Hepatitis C virus NS3 helicase; 0.56% of 290,000 active; inhibition, % at 10.9 µM; NS3 helicase DNA unwinding; AID 1800, 2009;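 active = inhibition above the mean of all tested compounds plus 3 SD, set per campaign, cut at about 35% in these data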;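 also: 0% = DMSO wells and 100% = thioflavine S control wells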
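Assay system: hepatitis C virus NS3 helicase domain fragment enzyme. Also added: annealed dual-labelled DNA beacon duplex, ATP-started. Timing: 1 h reaction at 25 °C, ATP-initiated. Technique: Cy5 fluorescence at 0 and 60 min, beacon hairpin quenching. Evaluation: % inhibition of unwinding. Replication: one well per compound.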
Numbers without * were called inactive; · = no result given; [ ] = dose if it differs, or a comment. Not all compounds are listed (hit frequency here may not be typical).

The line under a structure holds: FID counter	CRFBP-R2 block	UBC9 SUMO inh	MEKK2 mut-MEK5	MEKK3 PB1 HTS	CRFBP-R2 agonist	MEKK2wt PB1 HTS	GalR3 antagonist	NS3 helicase inh
> NNC(=O)c1cccc(COc2ccc3c(c2)CCC3)c1
 : -1	-10	-14	-4	87	-3.8	85	1	13
> COCCNC(=O)CSc1nc2ccccc2c(=O)n1CC1CCCO1 (stereo not drawn)
 : -3	-9	-3	-5	100	-0.4	101	1	2
> Cc1cccc(NC(=O)/C(C#N)=C/c2cccc([N+](=O)[O-])c2)n1
 : -1	-13	-21	-1	100	-2.6	98	-8	-2
> CCOC(=O)COc1c(OC)cc(Cl)cc1C1Nc2ccccc2C(=O)N1c1cccc(C)c1 (stereo not drawn)
 : -33	25	19	4	101	-0.9	97	0	-8
> COc1ccc(Cl)cc1N(C)C(=O)CCNC(=O)Cn1cnc2ccccc2c1=O
 : -14	5	-29	-9	90	-1.8	91	-4	1
> CCN1C(=O)c2ccc(-c3nc4ccccc4c(=O)o3)cc2C1=O
 : -4	10	-9	-2	100	-0.7	95	0	-10
> Cn1c(C(=O)N[C@@H](Cc2ccccc2)C(=O)NCCC(=O)O)cc2cc(Cl)ccc21
 : -33	2	5	0	99	0.8	104	-4	12
> Nc1ccc(C(=O)NCC2(c3ccccc3)CCCC2)cc1
 : -12	-5	-8	-13	87	-2.9	82	2	4
> CC1(C)CNC(=O)CC(C)(C)N1
 : 0	6	18	-7	108	-4.3	102	-6	-1
> CCNC(=S)N(Cc1ccc2c(c1)OCO2)C1CC(=O)N(c2ccc(F)cc2)C1=O (stereo not drawn)
 : -1	-19	-19	9	106	7.1	103	0	-18
> CCOc1ccc(N(CC(=O)Nc2ccccc2C(=O)NC(C)CC)S(C)(=O)=O)cc1 (stereo not drawn)
 : -29	-33	-6	-1	93	1.2	100	-2	-14
> O=C(CSc1n[nH]c(=O)[nH]c1=O)NC1CC1
 : 1	-2	28	2	104	0.5	105	4	4
> Cc1cccc(OCC2Cn3c(nc4c3c(=O)[nH]c(=O)n4C)O2)c1 (stereo not drawn)
 : -10	0	12	7	106	0.4	106	3	-6
> COCc1nnc(NC(=O)CCN2C(=O)c3ccccc3C2=O)s1
 : 2	-17	-3	8	106	-1.9	106	-3	7
> O=C(CSc1nnc2ccccn12)NNC(=O)c1ccc([N+](=O)[O-])cc1
 : -5	8	21	2	97	0.1	102	-5	2

The line under a structure holds: FID counter	CRFBP-R2 block	UBC9 SUMO inh	MEKK2 mut-MEK5	MEKK3 PB1 HTS	CRFBP-R2 agonist	MEKK2wt PB1 HTS	GalR3 antagonist	NS3 helicase inh
> COc1ccc(/C=N/NC(=O)c2cccc(O)c2)cc1Cn1nc(C)c([N+](=O)[O-])c1C
 : -15	16	4	-2	99	-1.3	94	-2	-10
> Cn1cc(CNCCCn2ncc3ccccc32)c(-c2ccccc2F)n1
 : 18	0	26	6	102	0.1	110	-6	-2
> CCOc1ccccc1NC(=S)N1C2CCC1CC(NC(=O)NC13CC4CC(CC(C4)C1)C3)C2 (stereo not drawn)
 : -14	5	-3	-16	72*[inhibitor]	-0.6	79	0	-25
> Cc1nc(-c2ccncc2)nc(NCCNc2ncccc2C(F)(F)F)c1Cl
 : -12	-7	-3	5	103	-4.2	96	7	6
> Cc1cc(C)c(NC(=O)CS(=O)CC(=O)N2CCN(c3cccc(C)c3C)CC2)c(C)c1 (stereo not drawn)
 : -39	-7	-6	-3	104	-0.3	104	-11	-10
> CCN(CC(=O)NCC1CCCO1)S(=O)(=O)c1ccc(Cl)cc1 (stereo not drawn)
 : -7	2	10	6	100	0.7	103	0	1
> CCOc1ccc(C(=O)Nc2ccc(NC(=O)c3ccco3)c(Cl)c2)cc1Cl
 : 0	13	40	·	·	5.7	·	2	-1
> O=C(Cc1ccccc1Cl)Nc1nc2ccccc2[nH]1
 : -7	3	12	-11	94	-1.5	94	-6	-6
> CCOc1ccc(C(=O)NC(C(=O)NCCc2ccc(S(N)(=O)=O)cc2)C(C)C)cc1 (stereo not drawn)
 : -24	27	4	4	98	0.7	100	-10	13
> CC(=O)Nc1ccc(NC(=O)CCC(=O)OCC(=O)c2ccc(C)c([N+](=O)[O-])c2)cc1
 : 1	6	14	2	105	-1.6	104	-3	1
> O=C(Nc1ccc2c(c1)OCO2)c1ccc([N+](=O)[O-])cc1[N+](=O)[O-]
 : 6	2	6	0	98	-0.3	92	-8	21
> Cc1c(O)nc(SCC(=O)Nc2nccs2)n(-c2ccccc2F)c1=O
 : -18	-4	-5	-2	104	1.4	98	-2	5

Single records, as listed above.
`Cc1nc(-c2ccncc2)nc(NCCNc2ncccc2C(F)(F)F)c1Cl` as listed: FID counter = -12; CRFBP-R2 block = -7; UBC9 SUMO inh = -3; MEKK2 mut-MEK5 = 5; MEKK3 PB1 HTS = 103; CRFBP-R2 agonist = -4.2; MEKK2wt PB1 HTS = 96; GalR3 antagonist = 7; NS3 helicase inh = 6
`CCOc1ccccc1NC(=S)N1C2CCC1CC(NC(=O)NC13CC4CC(CC(C4)C1)C3)C2` (stereo not drawn) as listed: FID counter = -14; CRFBP-R2 block = 5; UBC9 SUMO inh = -3; MEKK2 mut-MEK5 = -16; MEKK3 PB1 HTS = 72*[inhibitor]; CRFBP-R2 agonist = -0.6; MEKK2wt PB1 HTS = 79; GalR3 antagonist = 0; NS3 helicase inh = -25
`CCOc1ccc(C(=O)Nc2ccc(NC(=O)c3ccco3)c(Cl)c2)cc1Cl` as listed: FID counter = 0; CRFBP-R2 block = 13; UBC9 SUMO inh = 40; MEKK2 mut-MEK5 = ·; MEKK3 PB1 HTS = ·; CRFBP-R2 agonist = 5.7; MEKK2wt PB1 HTS = ·; GalR3 antagonist = 2; NS3 helicase inh = -1

3 entries out of the list above, ordered by the number in UBC9 SUMO inh, highest first:
compound | CRFBP-R2 block | UBC9 SUMO inh | MEKK2 mut-MEK5 | MEKK3 PB1 HTS | CRFBP-R2 agonist | MEKK2wt PB1 HTS | GalR3 antagonist | NS3 helicase inh
Cn1cc(CNCCCn2ncc3ccccc32)c(-c2ccccc2F)n1 | 0 | 26 | 6 | 102 | 0.1 | 110 | -6 | -2
O=C(Nc1ccc2c(c1)OCO2)c1ccc([N+](=O)[O-])cc1[N+](=O)[O-] | 2 | 6 | 0 | 98 | -0.3 | 92 | -8 | 21
CCOc1ccccc1NC(=S)N1C2CCC1CC(NC(=O)NC13CC4CC(CC(C4)C1)C3)C2 (stereo not drawn) | 5 | -3 | -16 | 72*[inhibitor] | -0.6 | 79 | 0 | -25

Compound activity: PubChem BioAssay, several laboratories
